PriA SSB inh: inhibitors of Klebsiella pneumoniae PriA binding to SSB C-terminal tail | AlphaScreen SSBct-PriA binding, biotinylated peptide | AID 1272365 | 430,000 compounds, 0.6% hits | inhibition, % at 33 µM; in the data active means inhibition mostly above about 37%, no sharp cut-off; inactive means mostly below about 20%;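 further: plate controls were negative control peptide for no effect and reference peptide for full effect; strong numbers were not always called active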
Vc quorum ag: quorum light induction in luxS cqsA deficient V. cholerae; V. cholerae BH1578 lux reporter, luminescence, 6 h; activation, % at 18.7 µM; 350,000 compounds, 0.16% hits; in the data active means activation mostly above about 9.7%, no sharp cut-off; further: not every result past the cut was called active; inactives centre near 0; reference of the scale not given here
PrPC TRFRET: inhibitors of human cell surface prion protein PrPC | inhibition, % at 13.8 µM | TR-FRET read-out | 370,000 compounds, 0.43% hits; in the data active means inhibition above about 24%; further: 0% = median of the test wells and 100% = reference compound wells
3CLpro inhibitor: SARS-CoV 3CLpro protease inhibition | P0C6X7 | recombinant SARS-CoV 3CLpro, quenched FRET peptide cleavage | inhibition, % at 6 µM | 290,000 compounds, 0.14% hits | AID 1706; in the data active means inhibition above about 12%
TcdB GH inh: blocks C. difficile toxin B glycohydrolase activity; TcdB glycohydrolase enzymatic assay, plate reader; 350,000 compounds, 0.24% hits; P18177; AID 652162; inhibition, % at 9.99 µM; in the data active means inhibition above about 10%
DUSP3 inh: blocks human VHR1 dual specificity phosphatase. P51452. inhibition, % at 13.3 µM. recombinant VHR phosphatase, pNPP absorbance. AID 1654. 290,000 compounds, 0.52% hits; in the data active means inhibition above about 50%; further: some compounds called inactive have numbers as strong as hits
Target sequence (P51452 whole entry, looked up): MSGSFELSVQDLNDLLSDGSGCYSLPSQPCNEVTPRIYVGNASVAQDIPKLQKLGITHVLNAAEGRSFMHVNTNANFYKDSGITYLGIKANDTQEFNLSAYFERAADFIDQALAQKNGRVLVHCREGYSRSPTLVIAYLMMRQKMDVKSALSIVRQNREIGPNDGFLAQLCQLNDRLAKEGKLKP
Yp Topo-I inh: Y. pestis Topo-I inhibition via cleavage products. Y. pestis Topo-I cleavage product accumulation, plate reader. AID 504884. 360,000 compounds, 0.064% hits. activity, % at 10 µM; in the data active means activity above about 50%, passing the limit was not always enough; further: inactives centre near 2
MazF activator: increases E. coli MazEF RNase cleavage of RNA | activation, % at 20 µM | 350,000 compounds, 0.32% hits | AID 504720 | FAM/BHQ RNA-DNA oligo cleavage fluorescence, 5 h; in the data active means activation above about 50%
Target sequence (P0AE70 whole entry, looked up): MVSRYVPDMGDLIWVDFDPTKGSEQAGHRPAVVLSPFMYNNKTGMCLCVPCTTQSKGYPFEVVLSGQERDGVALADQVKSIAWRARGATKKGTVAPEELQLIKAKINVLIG
CCHF vOTU inh: CCHFV vOTU protease inhibition. Pep-AMC fluorescence. 370,000 compounds, 0.55% hits. inhibition, % at 11.5 µM. AID 651958; in the data active means inhibition above about 30%; further: 0% = vehicle wells with enzyme and 100% = no enzyme wells
Rv3671c inh: inhibitors of M. tuberculosis serine protease Rv3671c; P9WHR9; inhibition, % at 5.96 µM; 320,000 compounds, 0.048% hits; AID 2606; in the data active means inhibition above about 38%;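 further: extracellular domain of Rv3671c used as enzyme; 0% = enzyme with DMSO and 100% = no enzyme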
Target sequence (P9WHR9 whole entry, looked up, the tested form may be a part): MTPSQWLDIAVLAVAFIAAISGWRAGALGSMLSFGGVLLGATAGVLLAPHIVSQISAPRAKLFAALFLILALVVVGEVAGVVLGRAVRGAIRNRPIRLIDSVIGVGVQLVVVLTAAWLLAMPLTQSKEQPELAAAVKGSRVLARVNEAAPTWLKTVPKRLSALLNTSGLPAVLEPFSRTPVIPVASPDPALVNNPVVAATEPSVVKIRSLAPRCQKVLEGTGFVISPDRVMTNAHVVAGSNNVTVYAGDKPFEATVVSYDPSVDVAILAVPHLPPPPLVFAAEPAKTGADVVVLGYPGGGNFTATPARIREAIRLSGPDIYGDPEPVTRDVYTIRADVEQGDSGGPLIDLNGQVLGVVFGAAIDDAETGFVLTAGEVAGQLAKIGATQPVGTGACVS
Numbers without * were called inactive; & = joins results of further samples.

For Cc1cc(-n2c(SCC(=O)Nc3ccc(Br)cc3)nc3n[nH]c(C)c3c2=N)ccc1Cl the results were PriA SSB inh -1, Vc quorum ag -1.3, PrPC TRFRET -2, 3CLpro inhibitor 4, TcdB GH inh 4.1, DUSP3 inh -22, Yp Topo-I inh -4, MazF activator -23, CCHF vOTU inh 7 and Rv3671c inh 6.
CC(NC(=O)CSc1nc2ccccc2n1CCC#N)c1ccc(F)cc1 (stereo unspecified) was read as PriA SSB inh -8, Vc quorum ag 12, PrPC TRFRET -2, 3CLpro inhibitor 1, DUSP3 inh -15, Yp Topo-I inh 5, MazF activator -8, CCHF vOTU inh -6 and Rv3671c inh 2.
For COc1cc(OC)cc(C(=O)N[C@H](C(=O)OCC(=O)Nc2ccc3c(c2)OCO3)C(C)C)c1 the results were PriA SSB inh -5, Vc quorum ag inactive, PrPC TRFRET 12, TcdB GH inh 0.2, Yp Topo-I inh -4, MazF activator -16, CCHF vOTU inh -7 and Rv3671c inh 2.
`COc1ccccc1CCC(=O)Nc1nc2ccccc2[nH]1` gave PriA SSB inh -20, Vc quorum ag inactive, PrPC TRFRET 4, 3CLpro inhibitor 5, DUSP3 inh 20, Yp Topo-I inh -15, MazF activator -2, CCHF vOTU inh 2 and Rv3671c inh -5.
`Cc1n[nH]c(=O)c2c(NC(=O)CSc3nn(-c4ccc(F)cc4)c(=S)s3)oc(C)c12` gave PriA SSB inh 1, Vc quorum ag inactive, PrPC TRFRET -3, TcdB GH inh 0.5, Yp Topo-I inh -5, MazF activator -2, CCHF vOTU inh 5 and Rv3671c inh -6.
Screening COc1cc(/C=N/NC(=O)CNC(=O)/C=C/c2ccco2)cc(OC)c1OC returned Vc quorum ag -0.7, PrPC TRFRET -3, 3CLpro inhibitor -3, TcdB GH inh 1.7, DUSP3 inh 21, Yp Topo-I inh -1, MazF activator 7, CCHF vOTU inh 7 and Rv3671c inh -2.
For Cc1ccc(S(=O)(=O)N(C)C(C)CCc2ccco2)cc1 (stereo unspecified) the results were PriA SSB inh -15, Vc quorum ag -0.6, PrPC TRFRET -3, TcdB GH inh 1.3, Yp Topo-I inh 22, MazF activator -3, CCHF vOTU inh -5 and Rv3671c inh 9.
Screening Cc1ccc2nc(SCC(=O)Nc3ccc4c(c3)OCCO4)[nH]c2c1 returned PriA SSB inh 8, Vc quorum ag -1.4, PrPC TRFRET -8, 3CLpro inhibitor -1, DUSP3 inh -4, Yp Topo-I inh 5, MazF activator 1, CCHF vOTU inh 3 and Rv3671c inh 2.
COc1ccc(S(=O)(=O)N2CCCc3ccccc32)cc1OC was read as PriA SSB inh -20, Vc quorum ag -0.4, PrPC TRFRET 3, 3CLpro inhibitor -2, TcdB GH inh 2.3, DUSP3 inh 24, Yp Topo-I inh -1, MazF activator -15, CCHF vOTU inh -7 and Rv3671c inh -3.
Screening CN1c2ccccc2C(=O)NC1c1ccc(Cl)cc1 (stereo unspecified) returned PriA SSB inh -10, Vc quorum ag -0.2, PrPC TRFRET 5, 3CLpro inhibitor -2, TcdB GH inh 1.0, DUSP3 inh 9, Yp Topo-I inh 4, MazF activator 4, CCHF vOTU inh -46 and Rv3671c inh -3.
Screening S=c1[nH]nc(-c2ccccn2)n1/N=C/c1cccs1 returned Vc quorum ag -3.4, PrPC TRFRET 7, 3CLpro inhibitor 5, TcdB GH inh 4.0, DUSP3 inh 5, Yp Topo-I inh 2, MazF activator 4, CCHF vOTU inh -9 and Rv3671c inh -3.
`CCCc1cc(=O)[nH]c(SCC(=O)Nc2sc3c(c2C(N)=O)CCCC3)n1` gave PriA SSB inh -2, Vc quorum ag inactive, PrPC TRFRET 2, TcdB GH inh 2.2, Yp Topo-I inh 1, MazF activator -2, CCHF vOTU inh 16 and Rv3671c inh -3.
For CCCCN(C)Cc1c(O)ccc2c(=O)c(-c3ccccc3OC)coc12 the results were PriA SSB inh 1, Vc quorum ag inactive, PrPC TRFRET 5, 3CLpro inhibitor -3, TcdB GH inh 1.9, DUSP3 inh -14, Yp Topo-I inh -8, MazF activator 3, CCHF vOTU inh -144 and Rv3671c inh 1.
O=C(Nc1ccc2c(c1)CCCN2C(=O)c1cccs1)c1cccc(F)c1 was read as PriA SSB inh -10, Vc quorum ag inactive, PrPC TRFRET 2, 3CLpro inhibitor 8, TcdB GH inh 0.5, DUSP3 inh 4, Yp Topo-I inh 11, MazF activator -17, CCHF vOTU inh -8 and Rv3671c inh -7.
For COc1ccc(CCN2Cc3c(N)cccc3C2=O)cc1OC the results were PriA SSB inh -11, Vc quorum ag -0.9, PrPC TRFRET 7, 3CLpro inhibitor -2, TcdB GH inh 0.7, DUSP3 inh -2, Yp Topo-I inh 6, MazF activator 1, CCHF vOTU inh 14 and Rv3671c inh 9.
Screening COc1ccc(S(=O)(=O)N(C)C[C@H]2Oc3c(NC(=O)Nc4c(C)noc4C)cccc3C(=O)N([C@H](C)CO)C[C@@H]2C)cc1 returned PriA SSB inh -6, Vc quorum ag -0.3, PrPC TRFRET 2, TcdB GH inh 1.1, Yp Topo-I inh 31, MazF activator -7, CCHF vOTU inh -5 and Rv3671c inh 6.
For Cc1ccc(CNC(=O)c2ccc(N3CCC4(CC3)CC(c3ccccc3)=NO4)c(N)c2)cc1 the results were PriA SSB inh -15, Vc quorum ag 11, PrPC TRFRET 2, 3CLpro inhibitor -7, TcdB GH inh -0.1, DUSP3 inh 32, Yp Topo-I inh 4, MazF activator -2, CCHF vOTU inh 10 and Rv3671c inh 4.
For O=C(COC(=O)c1ccc([N+](=O)[O-])o1)Nc1nc2ccccc2s1 the results were PriA SSB inh 1, Vc quorum ag -0.4, PrPC TRFRET -23, 3CLpro inhibitor 6, TcdB GH inh 1.1, DUSP3 inh 10, Yp Topo-I inh -7, MazF activator 10, CCHF vOTU inh 15 and Rv3671c inh 0.
Cc1c(C(c2ccc(N(C)C)cc2)c2c(C)n(C)n(-c3ccccc3)c2=O)c(=O)n(-c2ccccc2)n1C was read as PriA SSB inh 3, Vc quorum ag -0.1, PrPC TRFRET -33, 3CLpro inhibitor 5, TcdB GH inh 3.2, DUSP3 inh 40, Yp Topo-I inh -14, MazF activator -6, CCHF vOTU inh -6 and Rv3671c inh -10.
Cc1cc(/C=N/NC(=O)C(=O)NCc2ccccn2)c(C)n1-c1ccccc1 was read as Vc quorum ag -1.5, PrPC TRFRET 5, 3CLpro inhibitor 1, TcdB GH inh -1.1, DUSP3 inh 0, Yp Topo-I inh 4, MazF activator -1, CCHF vOTU inh 6 and Rv3671c inh -10.
COc1ccc(NC(=O)NNS(=O)(=O)c2ccc(OC)c(OC)c2)c(OC)c1 was read as PriA SSB inh -6, Vc quorum ag -0.9, PrPC TRFRET 8, 3CLpro inhibitor -3, TcdB GH inh 1.2, DUSP3 inh 23, Yp Topo-I inh -1, MazF activator -3, CCHF vOTU inh -2 and Rv3671c inh -1.
Cn1nc(C(=O)OCC(=O)Nc2ccccc2OC(F)F)c2ccccc2c1=O was read as PriA SSB inh -11, Vc quorum ag 2.9, PrPC TRFRET 3, TcdB GH inh 1.3, Yp Topo-I inh 3, MazF activator -1, CCHF vOTU inh 9 and Rv3671c inh -9.
`CCOC(=O)C1(Cc2cccc(Cl)c2)CCCN(C(=O)c2cc(C)n(C)n2)C1` (stereo unspecified) gave PriA SSB inh 0, Vc quorum ag -0.8, PrPC TRFRET 0, 3CLpro inhibitor 3, TcdB GH inh -0.2, DUSP3 inh -6, Yp Topo-I inh 16, MazF activator 4, CCHF vOTU inh 1 and Rv3671c inh -1.
O=C(c1ccc(S(=O)(=O)Nc2ccccc2)cc1)N1CCOCC1 was read as PriA SSB inh -6, Vc quorum ag inactive, PrPC TRFRET 4, 3CLpro inhibitor 6, DUSP3 inh -1, Yp Topo-I inh -6, MazF activator -20, CCHF vOTU inh 4 and Rv3671c inh 5.
`NC(=S)N/N=C/c1ccc(-c2ccc(SC(F)F)cc2)o1` gave Vc quorum ag -1.6, PrPC TRFRET -5, 3CLpro inhibitor 4, TcdB GH inh 0.1, DUSP3 inh 18, Yp Topo-I inh 0, MazF activator 10, CCHF vOTU inh 3 and Rv3671c inh 4.
Screening COC(=O)c1sc(NC(=O)c2cc(-c3ccccc3)nc3ccccc23)c(C#N)c1C returned PriA SSB inh -9, Vc quorum ag inactive, PrPC TRFRET -2, 3CLpro inhibitor -3, Yp Topo-I inh 11, MazF activator -8, CCHF vOTU inh 3 and Rv3671c inh -5.
Cc1cc(NS(=O)(=O)c2ccc(NC(=O)CSc3nnc(-c4ccco4)n3N)cc2)nc(C)n1 was read as PriA SSB inh -19, Vc quorum ag 0.3, PrPC TRFRET 5, 3CLpro inhibitor 1, DUSP3 inh 14, Yp Topo-I inh 0, MazF activator 5, CCHF vOTU inh -6 and Rv3671c inh -1.
For Cc1cccc(-n2nc3c(c2NC(=O)CCCl)CSC3)c1 the results were PriA SSB inh -7, Vc quorum ag inactive, PrPC TRFRET 1, 3CLpro inhibitor 3, TcdB GH inh -0.3, Yp Topo-I inh 5, MazF activator 3, CCHF vOTU inh -15 and Rv3671c inh -4.
Screening Cc1cccc2cc(CN(CCCN(C)C)C(=S)NCCc3ccccc3)c(=O)[nH]c12 returned PriA SSB inh -3, Vc quorum ag -0.2, PrPC TRFRET -5, 3CLpro inhibitor 3, TcdB GH inh 1.3, DUSP3 inh 20, Yp Topo-I inh -10, MazF activator 9, CCHF vOTU inh 3 and Rv3671c inh 0.
Screening O=C1CSC(c2ccccn2)N1c1ccc(C(F)(F)F)cc1 (stereo unspecified) returned PriA SSB inh -1, Vc quorum ag -1.2, PrPC TRFRET -3, 3CLpro inhibitor 5, TcdB GH inh 0.4, DUSP3 inh 17, Yp Topo-I inh -9, MazF activator -3, CCHF vOTU inh 2 and Rv3671c inh 5.
Cc1cc(=O)[nH]c(SCC(=O)Nc2nc3ccccc3s2)n1 was read as PriA SSB inh -12, Vc quorum ag -0.3, PrPC TRFRET 4, 3CLpro inhibitor -1, TcdB GH inh -0.4, DUSP3 inh -12, Yp Topo-I inh -14, MazF activator 2, CCHF vOTU inh 4 and Rv3671c inh 2.
Screening COc1ccc(C#Cc2cnc3c(c2)C(=O)N([C@H](C)CO)C[C@@H](C)[C@H](CN(C)C(=O)CN(C)C)O3)cc1 returned Vc quorum ag inactive, PrPC TRFRET 7, TcdB GH inh -9.9&0.3&-0.1, Yp Topo-I inh -2, MazF activator 7 and CCHF vOTU inh 9.

Taken from above for reference:
For Cc1cccc(-n2nc3c(c2NC(=O)CCCl)CSC3)c1 the results were PriA SSB inh -7, Vc quorum ag inactive, PrPC TRFRET 1, 3CLpro inhibitor 3, TcdB GH inh -0.3, Yp Topo-I inh 5, MazF activator 3, CCHF vOTU inh -15 and Rv3671c inh -4.
Screening Cc1cccc2cc(CN(CCCN(C)C)C(=S)NCCc3ccccc3)c(=O)[nH]c12 returned PriA SSB inh -3, Vc quorum ag -0.2, PrPC TRFRET -5, 3CLpro inhibitor 3, TcdB GH inh 1.3, DUSP3 inh 20, Yp Topo-I inh -10, MazF activator 9, CCHF vOTU inh 3 and Rv3671c inh 0.
Screening O=C1CSC(c2ccccn2)N1c1ccc(C(F)(F)F)cc1 (stereo unspecified) returned PriA SSB inh -1, Vc quorum ag -1.2, PrPC TRFRET -3, 3CLpro inhibitor 5, TcdB GH inh 0.4, DUSP3 inh 17, Yp Topo-I inh -9, MazF activator -3, CCHF vOTU inh 2 and Rv3671c inh 5.
Cc1cc(=O)[nH]c(SCC(=O)Nc2nc3ccccc3s2)n1 was read as PriA SSB inh -12, Vc quorum ag -0.3, PrPC TRFRET 4, 3CLpro inhibitor -1, TcdB GH inh -0.4, DUSP3 inh -12, Yp Topo-I inh -14, MazF activator 2, CCHF vOTU inh 4 and Rv3671c inh 2.
Screening COc1ccc(C#Cc2cnc3c(c2)C(=O)N([C@H](C)CO)C[C@@H](C)[C@H](CN(C)C(=O)CN(C)C)O3)cc1 returned Vc quorum ag inactive, PrPC TRFRET 7, TcdB GH inh -9.9&0.3&-0.1, Yp Topo-I inh -2, MazF activator 7 and CCHF vOTU inh 9.

Assay outcomes: PubChem BioAssay, several laboratories

This is a subset; count on the stated rates, not on these rows.
